Screens: PubChem BioAssay, National Center for Advancing Translational Sciences (NCATS)
HEK293 tox = cytotoxic in the GLP-1 receptor inverse agonist counter-screen. Potency, µM (doses to about 38.3 µM), inactives show at the top dose activity change, negative = inhibition, hits mostly inhibitors. HEK293 cAMP-luciferase reporter cells, luminescence, 24 h. AID 624418. 410,000 tested, 0.13% active;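 note: loss of luciferase light is scored as toxicity; potency is the fitted concentration of half-maximal effect; % is set by controls: 0 for no effect and ±100 for the full control effect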
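1536-well qHTS counterscreen of the MLSMR; 200 cells/uL, 12 h pre-incubation, 23 nL cpd, 24 h at 37 deg C 5% CO2, luciferase detection reagent, 12 min RT, luminescence. Inhibition = undesired.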
GLP1R inv ag = GLP-1 receptor (human) inverse agonism | HEK293 GLP-1R CRE-luciferase, luminescence, 24 h; GLP-1R form is constitutively active | Potency, µM (top dose mostly 38.3 µM), for inactives: top-dose activity change, negative = inhibition, hits mostly inhibitors | 410,000 tested, 1.6% active; note: potency is the fitted concentration of half-maximal effect; % is set by controls: 0 for no effect and ±100 for the full control effect; nearly all actives have a fitted effect of over 55% in size
Target sequence (P43220 whole entry, looked up): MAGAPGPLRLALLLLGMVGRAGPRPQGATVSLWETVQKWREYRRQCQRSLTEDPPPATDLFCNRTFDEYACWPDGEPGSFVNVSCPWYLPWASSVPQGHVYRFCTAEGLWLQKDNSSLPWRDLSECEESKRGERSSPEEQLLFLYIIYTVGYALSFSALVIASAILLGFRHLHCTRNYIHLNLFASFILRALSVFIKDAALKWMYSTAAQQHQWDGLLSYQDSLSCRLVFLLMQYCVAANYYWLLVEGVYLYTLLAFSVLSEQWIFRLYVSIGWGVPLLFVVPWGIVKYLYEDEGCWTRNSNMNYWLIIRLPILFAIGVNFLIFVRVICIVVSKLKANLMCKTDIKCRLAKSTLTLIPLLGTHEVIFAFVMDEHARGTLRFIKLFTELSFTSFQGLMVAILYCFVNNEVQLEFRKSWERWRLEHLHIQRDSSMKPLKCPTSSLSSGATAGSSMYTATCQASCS
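GLP-1R inverse agonism mode: basal reporter luminescence in engineered HEK293 cells measured after one day of compound exposure at 37 deg C, with a 12 min room-temperature detection step.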
D3 ag = agonists of human D3 dopamine receptor; P35462; D3R DiscoveRx beta-arrestin cells, luminescence, 90 min; max activation, %; AID 652048; 410,000 tested, 0.58% active; in the data active = max activation above about 30%; note: 0% is about no effect; mostly tested at two doses, the higher about 12 µM
Target sequence (P35462 whole entry, looked up): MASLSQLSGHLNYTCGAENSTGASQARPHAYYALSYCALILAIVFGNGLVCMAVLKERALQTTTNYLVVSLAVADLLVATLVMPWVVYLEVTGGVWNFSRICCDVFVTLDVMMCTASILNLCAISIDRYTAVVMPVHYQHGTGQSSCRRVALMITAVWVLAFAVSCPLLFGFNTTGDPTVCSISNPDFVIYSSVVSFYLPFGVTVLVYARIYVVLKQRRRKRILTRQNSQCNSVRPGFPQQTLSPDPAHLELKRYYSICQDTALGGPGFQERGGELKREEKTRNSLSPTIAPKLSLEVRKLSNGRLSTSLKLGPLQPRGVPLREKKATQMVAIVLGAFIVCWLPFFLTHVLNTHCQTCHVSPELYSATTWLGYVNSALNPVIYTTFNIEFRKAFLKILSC
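Cells at 1500/well, incubated overnight, then treated with pinned compounds (dopamine as control) for 90 min at 37 degrees C. DiscoveRx reagent added for 30 - 60 minutes at room temperature; luminescence read.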
* hit, by the source's call; ? = inconclusive; [ ] = remark or other dose. Unless noted, calls come from the whole dose curve; as a rule, active = well fitted curve in the direction sought with a large enough effect; inconclusive = small, poorly fitted or top-dose-only effect, or another doubt; inactive = no such curve, though single readings can be large; an effect the other way counts as inactive or inconclusive.

smiles	HEK293 tox	D3 ag	GLP1R inv ag
Cc1ccc(C)c(NC(=O)c2cnn(-c3cccc(F)c3)c2C2CCN(C(=O)OC(C)(C)C)CC2)c1	0%	2	?
CC(C)Oc1ccc(C(=O)NCC(c2ccc(N(C)C)cc2)N2CCCC2)cc1 (configuration not stated)	8%	-7	?
CCn1cc(C(=O)NCc2ccc(C)cc2)c(=O)c2cc(S(=O)(=O)N3CCCCCC3)ccc21	4%	-11	-18%
Cc1cccc(-c2cc(NC(=O)c3ccccc3C)n(-c3ccccc3)n2)c1	6%	5	?
COc1ccc(OC)c(NC(=O)c2cc3cccc(OC)c3oc2=O)c1	-7%	2	4%
Cc1cn2c(=O)cc(COC(=O)c3ccc(NC(=O)c4ccc(C(C)(C)C)cc4)cc3)nc2s1	-1%	-2	7%
Clc1ccccc1CSc1nnc(C2CCNCC2)o1	-16%	-10	?
Cc1cccc(C(=O)Nc2nc(-c3ccc(Br)cc3)ns2)c1	-6%	6	14%
Cc1oc(-c2ccccc2F)nc1CSCC(=O)NCc1ccccc1	-6%	4	-20%
CN1CCN(C(CNC(=O)c2cccc(F)c2)c2ccc3c(c2)OCO3)CC1 (configuration not stated)	-1%	-16	17%
CCOc1ccccc1CNC(=O)c1[nH]c2ccccc2c1Sc1ccccc1	2%	2	?
COc1ccc(C(=O)N(Cc2sccc2C)C2CCS(=O)(=O)C2)cc1Cl (configuration not stated)	-10%	-15	1%
O=C(NCCN1CCCCC1)c1ccc(Cn2c(SCc3ccc(F)cc3)nc3cccnc32)cc1	0%	-9	-19%
CCc1nnc2c(Nc3ccccc3Br)nc3ccccc3n12	5%	8	5%
CCC(NC(=O)Nc1cccc(C)c1)c1c(-n2cccc2)sc2c1CCN(C)C2 (configuration not stated)	8%	-12	5%
CCOC(=O)c1c(S(=O)(=O)N2CCCC(C(=O)Nc3ccc(C)cc3C)C2)c(C)n(CC)c1C (configuration not stated)	1%	-3	4%
Cc1cccc(C(=O)N2c3nc(-c4ccco4)nn3C3(CCCCC3)[C@@H]3CCCC[C@@H]32)c1	1%	0	11µM*
COc1ccc(C2C=C(c3ccc(Cl)c(Cl)c3)Nc3ncnn32)cc1 (configuration not stated)	51%[activator]	5	12%
COC(=O)c1ccc(Cl)cc1NC(=O)N(Cc1ccc(C)o1)C1CCN(C(C)=O)CC1	-3%	1	-8%
O=C(NCc1ccccc1Cl)C(=O)NCC(c1ccco1)S(=O)(=O)c1cccs1 (configuration not stated)	6%	1	5%
Cc1ccc(-n2ncc3c(=O)n(Cc4cccc(Cl)c4)cnc32)cc1C	1%	3	9%
Cc1cc(C)cc(NC(=O)Cn2c(=O)n(CCC(C)C)c(=O)c3cccnc32)c1	6%	-14	3%
CN(C(=O)CSc1nc2ccc(NC(=O)c3ccccc3)cc2s1)c1ccccc1	-21%	-4	-26%
CCc1ccc(-c2nc(CN3CCCC(C(=O)NCc4ccc(C)cc4)C3)c(C)o2)cc1 (configuration not stated)	2%	3	-14%
O=S(=O)(NCc1nc2cccnc2n1Cc1ccccc1)c1ccc2c(c1)CCCC2	-4%	-19	-21%
COC(=O)c1ccccc1NC(=O)CCc1c(C)nc2c(c(C)nn2-c2ccccc2)c1C	3%	3	8%
Cc1ccc(OCCOCCn2c(-c3ccc(Cl)cc3)nc3ccccc3c2=O)cc1	1%	0	7%
COc1cc(-c2cc(OC)c3c(C)oc(C)c3c(=O)c2)ccc1OC(=O)c1ccccc1C	-2%	-2	?
COc1ccc(OC)c(NC(=O)Cn2ccn(-c3ccc(F)cc3)c(=O)c2=O)c1	-5%	-1	-9%
O=C(CSc1cn(CC(=O)N2CCCC2)c2ccccc12)Nc1ccc(Cl)cc1	-14%	6	?
Cc1ccc(S(=O)(=O)c2cn(Cc3ccccc3)c3cc(N4CCCCC4)c(F)cc3c2=O)cc1	-2%	0	9%
COc1cc(C(=O)Oc2c(Sc3ccc(C)cc3)c(C)nn2-c2ccccc2)cc(OC)c1OC	-10%	-1	-16%
Cc1cc(C)c2c(n1)SCC(=O)N2CC(=O)Nc1ccccc1C	7%	10	3%
CCOc1ccc(C(=O)OCc2cc(=O)n3cc(C)sc3n2)cc1	-1%	2	17%
Cc1ccn2c(=O)cc(CSc3nnc(C)s3)nc2c1	-6%	-15	3%
O=C(NCCCc1nc2ccccc2n1Cc1ccccc1)C1CCCCC1	-3%	-15	?
CS(=O)(=O)c1ncc(Cl)c(C(=O)N2CCN(c3cccc(Cl)c3)CC2)n1	?	-28	?
CCCCN(CC)CCCNC(=O)CCN1N=C(c2ccc(OC)cc2)CCC1=O	-5%	2	0%
Cc1ccccc1C(=O)Nc1sc2c(c1C(=O)N1CCC(C)CC1)CCCC2	0%	-2	-30%
COc1ccc(CNC(=O)c2cc3c(=O)n(Cc4cccnc4)ccc3nc2C)cc1	2%	12	1%
CCOc1ccc(NC(=O)c2c(NC(=O)c3cccc(C)c3)sc3c2CCC3)cc1	-1%	-18	7%
CCOc1ccccc1CNC(=O)c1cnc2sc(N(CC)CC)nn2c1=O	4%	0	6%
Cc1nc2nc(NC(=O)c3ccc(Cl)cc3)[nH]n2c(=O)c1Cc1ccccc1	0%	-4	3%
CCn1c(C)c(C)c2cc(C(=O)NCCc3cc(OC)c(OC)c(OC)c3)ccc21	0%	2	-8%
CCOc1ccccc1NC(=O)Cn1c(=O)n(CCCC(=O)NCCOC)c(=O)c2cc(OC)c(OC)cc21	1%	2	2%
CCOc1ccc(C2C(=O)N(C3CCCCCC3)CC(=O)N2Cc2ccccc2)cc1OC (configuration not stated)	-3%	-18	-11%
Cc1cc2c(cc1S(=O)(=O)N(CCN(C)C)Cc1ccco1)OCC(=O)N2	1%	-5	6%
Cc1ccc(NC(=O)Cn2c(=O)c(C(F)(F)F)nc3ccccc32)cc1C	1%	0	-8%
CCN(CCCNC(=O)c1cc2c(=O)[nH]c3ccccc3c2s1)c1ccccc1	1%	1	4%
CCOc1cc(-c2ccc(OC(=O)c3ccc(OC)cc3)c(OC)c2)cc(=O)c2c(C)oc(C)c12	-8%	-8	-4%

Some of the entries so far, with values under each structure:
Below each compound: HEK293 tox, D3 ag, GLP1R inv ag
O=C(NCCCc1nc2ccccc2n1Cc1ccccc1)C1CCCCC1
 : -3%, -15, ?
CS(=O)(=O)c1ncc(Cl)c(C(=O)N2CCN(c3cccc(Cl)c3)CC2)n1
 : ?, -28, ?
CCCCN(CC)CCCNC(=O)CCN1N=C(c2ccc(OC)cc2)CCC1=O
 : -5%, 2, 0%
Cc1ccccc1C(=O)Nc1sc2c(c1C(=O)N1CCC(C)CC1)CCCC2
 : 0%, -2, -30%
COc1ccc(CNC(=O)c2cc3c(=O)n(Cc4cccnc4)ccc3nc2C)cc1
 : 2%, 12, 1%
CCOc1ccc(NC(=O)c2c(NC(=O)c3cccc(C)c3)sc3c2CCC3)cc1
 : -1%, -18, 7%
CCOc1ccccc1CNC(=O)c1cnc2sc(N(CC)CC)nn2c1=O
 : 4%, 0, 6%
Cc1nc2nc(NC(=O)c3ccc(Cl)cc3)[nH]n2c(=O)c1Cc1ccccc1
 : 0%, -4, 3%
CCn1c(C)c(C)c2cc(C(=O)NCCc3cc(OC)c(OC)c(OC)c3)ccc21
 : 0%, 2, -8%
CCOc1ccccc1NC(=O)Cn1c(=O)n(CCCC(=O)NCCOC)c(=O)c2cc(OC)c(OC)cc21
 : 1%, 2, 2%
CCOc1ccc(C2C(=O)N(C3CCCCCC3)CC(=O)N2Cc2ccccc2)cc1OC (configuration not stated)
 : -3%, -18, -11%
Cc1cc2c(cc1S(=O)(=O)N(CCN(C)C)Cc1ccco1)OCC(=O)N2
 : 1%, -5, 6%
Cc1ccc(NC(=O)Cn2c(=O)c(C(F)(F)F)nc3ccccc32)cc1C
 : 1%, 0, -8%
CCN(CCCNC(=O)c1cc2c(=O)[nH]c3ccccc3c2s1)c1ccccc1
 : 1%, 1, 4%
CCOc1cc(-c2ccc(OC(=O)c3ccc(OC)cc3)c(OC)c2)cc(=O)c2c(C)oc(C)c12
 : -8%, -8, -4%

The results go on.
smiles	HEK293 tox	D3 ag	GLP1R inv ag
COc1ccc(C2=NC(c3ccncc3)=Nc3ccc(OC)cc3N2)cc1	18%	-9	6%
O=c1c(N2CCc3ccccc3C2)csc2ccccc12	-12%	-20	20%
Cc1ccc(-c2ccc(=O)n(CC(=O)NCCc3ccc(Cl)cc3)n2)cc1	10%	23	-11%
COC(=O)c1cc2sc(C)cc2n1CC(=O)Nc1ccc(C)cc1Cl	2%	-3	-18%
CCOc1ccc(C(=O)Nc2cccc(C(=O)OCc3cc(=O)n4cc(C)sc4n3)c2)cc1	-20%	3	3%
Cc1oc2ncn(CC(C)C)c(=O)c2c1C(=O)N1CCN(c2ccccc2F)CC1	4%	2	2%
Cc1cc(S(=O)(=O)N2CCN(Cc3noc(CCC(=O)N4CCCCC4)n3)CC2)ccc1F	12%	6	11%
O=C(c1cnc(N2CCCCC2)c2ccccc12)N1CCN(c2cccc(Cl)c2)CC1	-25%	2	?
CCN(CC)c1ccc(NC(=O)CN2CCN(CC(=O)Nc3ccc(Cl)cc3)CC2)cc1	2%	-20	-22%
Cc1ccc(C)c(N2CCN(c3nc4ccccc4c4nc(CCn5nc(C)cc5C)nn34)CC2)c1	-5%	4	-12%
CCC(C)NC(=O)CSc1nc2n[nH]c(C)c2c(=N)n1-c1cc(Cl)ccc1C (configuration not stated)	1%	1	4%
COc1cccc(CSc2nc(-c3ccccc3F)nc3c2Cc2c(CO)cnc(C)c2O3)c1	1%	10	7%
COc1cccc(-c2cc(C(=O)NCCc3ccc(C)cc3)[nH]n2)c1	-9%	-2	3%
Cc1c(C(=O)OC2CCC(C)CC2)[nH]c2c1C(=O)CC(c1ccc(F)cc1)C2 (configuration not stated)	-4%	8	0%
COc1ccc(-n2cc(C(=O)NCCc3ccc(C)cc3)c3ccccc3c2=O)cc1	-13%	-9	?
CSc1cccc(NC(=O)c2ccc3c(c2)c(C)c(C)n3Cc2ccc(F)cc2)c1	-3%	-11	?
CC(C)Cn1c(=O)c2sccc2n2c(CCCC(=O)Nc3ccc(Cl)cc3)nnc12	-1%	-10	1%
CCOc1ccc(CCNC(=O)c2cnc3sc(N(CC)CC)nn3c2=O)cc1OCC	6%	-16	7%
Cc1c(C(=O)NCc2ccc(Cl)cc2)sc2nc3n(c(=O)c12)CCCC3	0%	-4	7%
CCN(c1ccc(Cl)cc1)S(=O)(=O)c1nnc(NC(=O)c2ccccc2C)s1	-20%	-19	?
O=C(Cn1ncc2c(Cl)cccc21)NCc1cccc(Cl)c1	1%	-9	-18%
N#Cc1ccccc1NS(=O)(=O)c1ccc(N2CCCCS2(=O)=O)cc1	0%	-5	4%
Cc1ccc(N2CCN(S(=O)(=O)c3nnc(NC(=O)c4cccc(F)c4)s3)CC2)cc1	-11%	-3	?
CCOC(=O)c1c(C)[nH]c(C)c1S(=O)(=O)N1CCC(C(=O)N2CCN(c3cccc(C)c3)C(C)C2)CC1 (configuration not stated)	-4%	-2	?
Cc1ccc(C)c(N2CCN(C(=O)c3cccc(-n4c(C)nc5cccnc54)c3)CC2)c1	0%	7	3%
COc1cc(CN(C(=O)COc2ccccc2Cl)c2ccccn2)cc(OC)c1OC	1%	-2	-15%
CC(CNC(=O)c1cc2cc(S(=O)(=O)N3CCCCC3)ccc2n1C)c1ccccc1 (configuration not stated)	0%	-5	-13%

The list is partial. The share of hits here may be higher or lower than overall.
